Mito fusion act: qHTS Assay for Small Molecule Inhibitors of Mitochondrial Division or Activators of Mitochondrial Fusion; 320,000 compounds, 0.23% hits; S. cerevisiae fusion-defective mutant growth rescue, CellTiterGlo 48 h; Potency, µM (highest dose often 46.1 µM), for inactives: at the top dose growth rescue (activation), most hits filed as activators; AID 485298, 2010;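 further: potency means the concentration at half of the fitted maximal effect; % of control where 0% means no effect; nearly all actives have a fitted effect of over 45% in size; temperature-sensitive fusion mutants such as fzo1-1 at 37 °C on non-fermentable ethanol glycerol medium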
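Temperature-sensitive fusion-defective S. cerevisiae (e.g. fzo1-1, mgm1-5) were grown with compound in YPEG medium (3% ethanol, 3% glycerol) for 48 hours at 37C. Growth rescue was measured as viability by CellTiterGlo luminescence after 10 minutes at ambient.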
Menin-MLL TR inh: qHTS Assay for Inhibitors Targeting the Menin-MLL Interaction in MLL Related Leukemias: Competition With Texas Red Labeled MLL-derived Mutant Peptide; Menin + Texas Red MLL mutant peptide, fluorescence polarization; Potency, µM (titrated, usually from 61.6 µM), for the others: top-dose FP activity change, negative = inhibition, actives largely listed as inhibitors; 270,000 compounds, 0.23% hits; AID 1768, 2009; active means well fitted inhibition curve with a large enough effect in the polarisation, with a control signal flat, not every such curve was filed as active; inconclusive means small, poorly fitted or top-dose-only effect, or effect the other way, or a change in a side signal; inactive means no such curve, though single readings can be large or run the other way; the % refers to the polarisation; further: potency means the concentration at half of the fitted maximal effect; % of control where 0% means no effect; many of its hits are not listed in these tables
TCR activator: Activators of T cell receptors: qHTS campaign; Potency, µM (series often up to 9.22 µM), for the others: at the top dose activation of IL-2 secretion, hits mostly activators; primary human leukocytes, anti-CD3, IL-2 HTRF, 48 h; 330,000 tested, under 10 active; further: % of control where 0% means no effect
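TCR engagement came from a-CD3 beads alone, with compounds added to primary human leukocytes for 48 hr. Secreted IL-2 bridged europium cryptate- and d2-labelled anti-IL-2 antibodies, giving FRET emission at 665nm after 320nm excitation.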
Integrin act MD: qHTS for Activators of Integrin-Mediated Alleviation for Muscular Dystrophy | alpha7betagal myoblasts, beta-gal FDG fluorescence, 48 h | Potency, µM (top dose mostly 38.3 µM), inactives show at the highest dose activation, usual class: activators | 350,000 compounds, 0.064% hits;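 further: potency means the concentration at half of the fitted maximal effect; 100% = response of the positive control SU9516; nearly all actives have a fitted effect of over 60% in size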
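Alpha7betagal+/- myoblasts (passage 13) were plated 16-24 hr, then exposed to compounds (1:260 dilution of DMSO stock) for 48 hours at 37C. After MPER lysis, β-galactosidase reporter activity was read as FDG fluorescence (ex 480/em 540) after 30 minutes.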
CXXC DNA block: qHTS Fluorescence Polarization Assay for Inhibitors of MLL CXXC domain - DNA interaction | 290,000 compounds, 0.037% hits | MLL-CXXC / FITC-HOXA9 DNA fluorescence polarization | Potency, µM (series often up to 115 µM), inactives show at the top dose activity change, negative = inhibition, usual class: inhibitors; active means well fitted inhibition curve with a large enough effect in the polarisation, with a control signal flat, not every such curve was filed as active; inconclusive means small, poorly fitted or top-dose-only effect, or effect the other way, or a change in a side signal; inactive means no such curve, though single readings can be large or run the other way; the % refers to the polarisation; further: potency means the concentration at half of the fitted maximal effect
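Purified MLL-CXXC (added from a 7 uM solution) was preincubated 5 min at ambient with pinned compounds in 50 mM Tris-HCl pH 7.5, 50 mM NaCl, 1 mM DTT, 0.05% BSA. Fluorescein-labeled HOX-A9 DNA (50 nM solution) followed, 30 min, then polarization read.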
AT treatment: qHTS Assay for Identifying a Potential Treatment of Ataxia-Telangiectasia; […] A-T fibroblasts, KAP-1 phosphorylation AlphaLISA; neocarzinostatin DNA damage 30 min before lysis; Potency, µM (titrated, usually from 57.5 µM), for the others: at the highest dose activation, most hits filed as activators; 320,000 compounds, 0.19% hits; further: potency means the concentration at half of the fitted maximal effect; % of control where 0% means no effect; nearly all actives have a fitted effect of over 45% in size
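hTERT-immortalized A-T patient fibroblasts ([…]), 500 cells/well in OPTI-MEM, 1% FBS, got compounds for 60 min, then NCS for 30 min at 37C. Lysates were then assayed for phospho-KAP-1 by AlphaLISA (anti-pKAP1 donor, anti-KAP1 acceptor beads), 6 hr at 25C.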
MBNL1 CUG block: qHTS Assay for Inhibitors of MBNL1-poly(CUG) RNA binding; TR-FRET MBNL1-His/biotin-(CUG)12 binding, 665/545 ratio; Potency, µM (series often up to 57.5 µM), without a hit: top-dose activity change, negative = inhibition, usual class: inhibitors; 280,000 compounds, 0.036% hits; active means well fitted inhibition curve with a large enough effect in the signal ratio, with a control signal flat, not every such curve was filed as active; inconclusive means small, poorly fitted or top-dose-only effect, or effect the other way, or a change in a side signal; inactive means no such curve, though single readings can be large or run the other way; the % refers to the signal ratio; further: potency means the concentration at half of the fitted maximal effect; on the % scale 0 is the no-effect control and ±100 the full control effect
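His-tagged MBNL1 binding to biotinylated (CUG)12 RNA was measured by TR-FRET using terbium anti-His antibody (0.055 ng/ul final) and streptavidin-XL665 (5 nM final). Compounds were titrated 92 nM to 58 uM; 60 min at room temperature.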
TSHR antagonist: Antagonists of the Thyroid Stimulating Hormone Receptor: HTS campaign; activity change, negative = inhibition, % at 11.5 µM; 330,000 compounds, 0.2% hits; Thyrotropin receptor (Homo sapiens), P16473; AID 504810, 2011; TSHR-expressing cells, TSH-stimulated cAMP HTRF, 2 h; hits give low values;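 active means activity change below a set negative limit, meaning inhibition stronger than a set level, cut at about -70% in these data; inconclusive means activity change between two set negative limits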; further: on the % scale 0 is the no-effect control and ±100 the full control effect
Target sequence (P16473 whole entry, looked up): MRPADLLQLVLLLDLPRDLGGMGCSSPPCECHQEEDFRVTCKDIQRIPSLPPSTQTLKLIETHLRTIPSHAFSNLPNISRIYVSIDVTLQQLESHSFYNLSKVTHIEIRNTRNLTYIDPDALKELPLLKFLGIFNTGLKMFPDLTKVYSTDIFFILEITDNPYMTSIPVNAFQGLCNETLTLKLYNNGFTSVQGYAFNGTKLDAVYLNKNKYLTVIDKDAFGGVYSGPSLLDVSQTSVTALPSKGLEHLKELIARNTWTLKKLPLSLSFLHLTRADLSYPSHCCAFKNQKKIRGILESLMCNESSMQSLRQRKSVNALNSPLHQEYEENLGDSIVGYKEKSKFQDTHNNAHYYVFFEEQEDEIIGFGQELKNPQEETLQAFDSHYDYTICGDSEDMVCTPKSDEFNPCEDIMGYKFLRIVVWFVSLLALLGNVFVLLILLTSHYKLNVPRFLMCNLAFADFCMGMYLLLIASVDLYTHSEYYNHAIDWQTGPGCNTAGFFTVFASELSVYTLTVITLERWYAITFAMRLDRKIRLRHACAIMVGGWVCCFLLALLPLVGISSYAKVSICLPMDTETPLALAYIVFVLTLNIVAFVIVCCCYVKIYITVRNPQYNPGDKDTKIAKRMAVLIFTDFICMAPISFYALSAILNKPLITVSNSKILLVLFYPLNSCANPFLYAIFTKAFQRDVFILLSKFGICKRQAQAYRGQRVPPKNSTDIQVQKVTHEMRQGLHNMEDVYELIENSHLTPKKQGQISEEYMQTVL
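Antagonism was scored as loss of TSH-driven cAMP in TSHR cells, stimulated with 4nM TSH (EC80) for 2 hours at 37 deg C and detected by homogeneous HTRF competition immunoassay.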
ASM inhibitor: Inhibitors of Secretory Acid Sphingomyelinase (S-ASM): qHTS; 340,000 compounds, 0.006% hits; placental ASM, HMU-PC fluorogenic substrate, 60 min; Sphingomyelin phosphodiesterase (Homo sapiens), P17405; Potency, µM (titrated, usually from 57.5 µM), for inactives: top-dose activity change, negative = inhibition, usual class: inhibitors; further: potency means the concentration at half of the fitted maximal effect
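Human placenta-derived ASM preincubated with compound 10 min at room temperature, then reacted with 9 uM (final) fluorogenic HMU-PC substrate for 60 min at 37 C. Stop solution raises pH to 10; fluorescence read at Ex 386/Em 447 nm.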
TSG101-PTAP inh: qHTS Assay for Iinhibitors of HIV-1 Budding by Blocking the Interaction of PTAP/TSG101 | Fluorescence polarization, FITC-PTAP peptide / Tsg101 binding | Potency, µM (doses to about 115 µM), without a hit: at the top dose activity change, negative = inhibition, hits mostly inhibitors | 340,000 tested, under 10 active; active means well fitted inhibition curve with a large enough effect in the main read-out, with a control signal flat, not every such curve was filed as active; inconclusive means small, poorly fitted or top-dose-only effect, or effect the other way, or a change in a side signal; inactive means no such curve, though single readings can be large or run the other way; further: potency means the concentration at half of the fitted maximal effect; % of control where 0% means no effect
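Tsg101 binding domain (10 uM final) was mixed with compound and a FITC-labeled PTAP peptide (50 nM final) in HEPES pH 7.5 buffer with NaCl, Tween 20, EDTA and TCEP; fluorescence polarization was read after 20 min at r.t.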
Starred values were filed as active, the others as inactive; ? = inconclusive; . = not tested or not shown; & = joins results of further samples; [ ] = another dose, or the depositor's remark. Unless noted, the call rests on the fitted dose curve; in most records, active means well fitted curve in the direction sought with a large enough effect; inconclusive means small, poorly fitted or top-dose-only effect, or another doubt; inactive means no such curve, though single readings can be large; an effect the other way counts as inactive or inconclusive.

SMILES	Mito fusion act	Menin-MLL TR inh	TCR activator	Integrin act MD	CXXC DNA block	AT treatment	MBNL1 CUG block	TSHR antagonist	ASM inhibitor	TSG101-PTAP inh
COc1cc2ncnc(NCc3ccccc3)c2cc1OC	7.3%	-5.6%	-2.3%	?	-0.8%	-2.9%	-19.0%	-5.1	0.4%	-3.8%
CSCCC(NC(=O)OC(C)(C)C)C(=O)NC(C(=O)NC(CC(C)C)C(N)=O)C(C)C (stereo not drawn)	1.4%	.	.	11.1%	3.6%	4.9%	-2.9%	2.1	1.9%	-10.4%
CNC(=O)c1[nH]cnc1C(=O)N[C@@H](C)C(=O)OC(C)(C)C	-2.0%	-3.4%	-3.2%	7.4%	-2.8%	-2.3%	4.1%	0.5	9.6%	-2.1%
COc1cccc(-c2nnc(SCCC(=O)O)n2C)c1	-2.1%	1.1%	.	-0.9%	-1.2%	-1.0%	-5.5%	3.3	-4.1%	.
CC(=O)c1c(C)[nH]c(C(=O)N(CCc2ccccc2)Cc2ccccc2)c1C	2.8%	-21.1%	-5.0%	0.0%	0.5%	2.5%	-8.9%	-6.8	4.7%	-3.9%
Nc1nc(NCCCN2CCOCC2)nc(Nc2ccc(F)cc2)c1[N+](=O)[O-]	-0.1%	-25.0%	-1.7%[46.1 µM]	-12.9%	-5.5%	0.5%	.	2.3	-2.9%	1.6%
CCc1ccccc1NC(=O)c1cc(S(=O)(=O)N2CCCC2)c[nH]1	0.6%	7.1%	-1.5%	-2.4%	-2.7%	12.4%	2.6%	9.5	1.9%	2.9%
C=CCc1cc(Cl)ccc1OCCOCCNC(C)(C)C	-19.0%	?	2.9%	-62.0%[inhibitor]	7.4%	-0.2%	6.5%	10.1	-1.3%	0.7%
CCOP(=O)(OCC)C(Nc1cccc([N+](=O)[O-])c1)c1ccc(N(C)C)cc1 (stereo not drawn)	0.8%	.	-1.0%	-16.8%	-7.4%	-19.2%	16.9%	-2.5	-1.8%	-10.7%
O=C(O)C1C2C=CC(C2)C1C(=O)OCc1ccccc1 (stereo not drawn)	-3.9%	22.7%	-2.6%	-6.8%	14.4%	-0.2%	-13.9%	2.2	2.8%	1.3%
Nc1ccccc1SC1CC(=O)N(c2ccc3c(c2)OCCO3)C1=O (stereo not drawn)	-0.1%	.	0.7%	11.3%	5.8%	2.3%	5.7%	-2.0	0.9%	-5.4%
CCC(C)[C@H](NC(=O)N1CC(=O)Nc2ccccc21)C(=O)N[C@H](Cc1ccccc1)C(=O)O (stereo partly drawn)	4.3%	8.4%	-0.7%	-25.3%	4.8%	-10.0%	8.2%	39.8	1.2%	1.7%
COc1ccc(CCNC(=O)C2CCN(C(=O)c3cccc(Cl)c3)CC2)cc1OC	1.2%	1.8%	2.5%	14.4%	1.2%	4.5%	-5.5%	-7.8	1.8%	-3.6%
COc1ccc(NC(=S)NCCNC(C)=O)cc1	1.1%	5.2%	-6.9%	9.5%	0.5%	-0.4%	-9.0%	-9.4	0.9%	-2.0%
CCN1CCN(CC(=O)Nc2ccccc2)C(=O)C1=O	-2.5%	-0.9%	2.1%	7.3%	-6.3%	2.5%	0.4%	4.3	4.1%	-0.8%
CCc1ccc(C(=O)COC(=O)CNC(=O)c2ccco2)cc1	-1.5%	1.5%	1.4%	13.3%	2.7%	6.4%	-0.4%	-3.4	0.3%	-1.3%
O=C(O)c1cc(NCc2cccs2)ccc1N1CCOCC1	0.8%	-19.1%	-0.1%	7.2%	0.6%	6.3%	5.3%	2.8	15.2%	-5.2%
CC(=O)Nc1ccc(S(=O)(=O)N(C)c2ccccc2)cc1	8.6%	2.9%	8.5%	-11.1%[7.66 µM]	-2.8%	14.8%	-2.6%	-11.0	-0.1%	-0.2%
Cn1c(=O)c2c(nc(SCC(=O)O)n2Cc2cccc(C(F)(F)F)c2)n(C)c1=O	-5.9%	-0.2%	-0.8%	17.3%	-7.1%	-5.1%	0.3%	2.2	4.4%	-2.1%
COCC(=O)Nc1ccc(C(C)C)cc1	-1.0%	.	-4.1%	16.2%	-4.6%	5.3%	-1.7%	2.6	2.1%	-1.9%
Cc1ccc(NC(=O)c2ncn(CCCN(C)CCc3ccccn3)n2)cc1C	.	.	-8.8%	-24.7%	.	.	.	.	0.6%	-3.5%
O=C(Nc1ccc(C(=O)N2CCCC2)cc1)C1CCCCC1	.	.	11.8%	6.6%	.	.	.	.	8.2%	-2.1%
CNc1nc(SCC(=O)Nc2ccc(Cl)c(Cl)c2)nc(N2CCOCC2)n1	-0.1%	?	4.0%	-28.8%	31.1%[activator]	7.5%	-1.4%	-0.3	-0.7%	2.1%
CC1(C)CC2CC(C)(CN2C(=O)NC(=O)c2ccccc2)C1 (stereo not drawn)	-3.6%	3.9%	0.7%[46.1 µM]	4.5%	0.9%	3.9%	-1.9%	18.0	0.0%	0.5%
CCOc1ccc(CCNC(=O)C2CCCN(S(=O)(=O)c3c(C)n[nH]c3C)C2)cc1OCC (stereo not drawn)	0.1%	?	3.2%	-4.7%	-3.3%	6.3%	-13.8%	36.1	0.4%	-0.4%
COc1ccc(CN2[C@@H](CC(C)=O)c3cc(C(F)(F)F)ccc3S2(=O)=O)cc1	.	.	-3.4%	-10.4%	.	.	.	.	-4.2%	-2.6%
COCc1cc(/C=N\NC(=O)COc2ccccc2)ccc1OC	0.8%	-6.3%	-2.7%[46.1 µM]	6.4%	-3.0%	5.6%	6.5%	6.7	1.2%	-1.5%
CCCCn1nnnc1NCc1cc(OC)c(OC)cc1OC	1.2%	-0.2%	.	-7.3%	7.0%	-6.1%	-8.0%	2.0	4.3%	.
Cc1ccc(C)c(NC(=O)Cn2ccn(-c3ccc4c(c3)OCO4)c(=O)c2=O)c1	-0.8%	.	3.0%	-10.3%	.	-0.5%	.	9.5	1.0%	-0.1%
CCC(CO)NCc1sccc1C (stereo not drawn)	-2.4%	-19.5%	6.4%	-5.1%	-0.5%	4.4%	-0.5%	9.3	1.8%	-2.5%
Cc1nn(C)c(Oc2ccc(Cl)cc2)c1C(=O)O	-2.9%	2.9%	-3.0%	21.8%	-0.6%	-4.9%	-5.2%	-0.7	3.6%	-17.5%
CNC(=O)COc1ccc(Cl)c2cccnc12	0.9%	-26.7%	6.3%	23.8%	-6.1%	5.0%	15.8%	-3.5	-2.5%	-4.6%
COC(=O)Cn1c2ccc(C)cc2c2nc(C)sc21	-0.9%	1.3%	-5.4%	-14.8%[7.66 µM]	-4.0%	7.6%	-5.8%	19.8	4.1%	-8.1%
CCCCCN(C(=O)NC(=O)Nc1ccc(C)cc1C)S(C)(=O)=O	3.6%	?	-2.4%	?	0.4%	-7.4%	-3.3%	8.8	1.8%	2.8%
COc1ccc(-c2cc(=O)c3c(OC)c(OC)c(OC)c(OC)c3o2)cc1OC	-1.2%&12.0%	?	7.8%	.	-2.8%&-0.3%	-3.4%	?	-21.5&-4.5	0.0%	1.6%
Cc1cc(-n2c(C)cc(C(=O)CCl)c2C)no1	10.1%	-23.7%	3.3%	-58.7%[inhibitor]	12.7%	-10.2%	1.4%	-6.0	3.4%	-1.2%
COc1ccccc1C(=O)N1CCC(N2CCN(c3ccccc3)CC2)CC1	-2.0%	.	-1.3%	-23.1%	3.7%	5.0%	-2.3%	3.1	-0.8%	-1.6%
COc1ccc(CN2CCNC(=O)C2CC(=O)N(C)Cc2ccccn2)cc1OC (stereo not drawn)	0.5%	-11.6%	0.4%	4.6%	-17.3%	-0.9%	9.4%	9.4	6.7%	-5.2%

Screens from PubChem BioAssay.

Some of the compounds tested; rates above refer to the full screens.
